D2 PAM: D2 dopamine receptor (human) potentiation. P14416. HEK293 T-REx D2, calcium flux, EC20 dopamine potentiation. potentiation, % at 10 µM. 340,000 compounds, 0.34% hits. AID 485347;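 active means potentiation over 3 SD above the plate norm, cut at about 30% in these data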; further: 0% is about no effect
Target sequence (P14416 whole entry, looked up): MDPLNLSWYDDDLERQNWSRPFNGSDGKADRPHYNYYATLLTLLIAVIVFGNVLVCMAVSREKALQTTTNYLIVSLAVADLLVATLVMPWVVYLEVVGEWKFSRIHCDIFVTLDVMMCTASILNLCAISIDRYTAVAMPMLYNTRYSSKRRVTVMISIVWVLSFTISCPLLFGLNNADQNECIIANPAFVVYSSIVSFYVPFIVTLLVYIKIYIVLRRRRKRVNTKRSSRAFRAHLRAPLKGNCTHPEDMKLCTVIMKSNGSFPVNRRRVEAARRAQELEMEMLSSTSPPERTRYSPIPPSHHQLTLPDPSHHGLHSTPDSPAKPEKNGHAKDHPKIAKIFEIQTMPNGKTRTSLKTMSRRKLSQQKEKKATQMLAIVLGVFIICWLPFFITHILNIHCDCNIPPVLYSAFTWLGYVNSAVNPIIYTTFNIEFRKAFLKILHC
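Using a no-wash calcium dye in inducible, force-coupled HEK293 Trex cells expressing D2, we tracked fluorescence each second for 180 s after compound, then for 180 s after EC20 dopamine to detect augmented signalling.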
D2 agonist: D2 dopamine receptor (human) agonism; P14416; HEK293 T-REx D2 cells, calcium flux agonist mode; activation, % at 2 µM; 340,000 compounds, 0.53% hits; AID 485358;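 active means activation over 3 SD above normal in the single-dose calcium agonist read, cut at about 30% in these data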; further: 0% is about no effect
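Tetracycline-induced HEK293 T-REx cells with force-coupled D2 receptor, plated overnight at 30 C, loaded with no-wash calcium dye. After a 10 s baseline, compound was pin-added and calcium flux read kinetically for 180 s; calcium rises flagged agonists.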
RXFP1 antag: blocks the human relaxin receptor RXFP1 | HEK293-RXFP1, relaxin-stimulated cAMP HTRF, 30 min; stronger effect = lower value | 350,000 compounds, 0.59% hits | Q9HBX9 | activity change, negative = inhibition, % at 57.5 µM;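 active means activity change of -60% or lower, but not beyond a set lower limit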; further: on the % scale 0 is the no-effect control and ±100 the full control effect
TRHR agonist: TRH receptor (human) agonism. TRHR cells, calcium flux fluo-8, FDSS agonist mode. activation, % at 2 µM. 360,000 compounds, 0.18% hits. AID 493084; further: 0% is about no effect
Target sequence (P34981 whole entry, looked up): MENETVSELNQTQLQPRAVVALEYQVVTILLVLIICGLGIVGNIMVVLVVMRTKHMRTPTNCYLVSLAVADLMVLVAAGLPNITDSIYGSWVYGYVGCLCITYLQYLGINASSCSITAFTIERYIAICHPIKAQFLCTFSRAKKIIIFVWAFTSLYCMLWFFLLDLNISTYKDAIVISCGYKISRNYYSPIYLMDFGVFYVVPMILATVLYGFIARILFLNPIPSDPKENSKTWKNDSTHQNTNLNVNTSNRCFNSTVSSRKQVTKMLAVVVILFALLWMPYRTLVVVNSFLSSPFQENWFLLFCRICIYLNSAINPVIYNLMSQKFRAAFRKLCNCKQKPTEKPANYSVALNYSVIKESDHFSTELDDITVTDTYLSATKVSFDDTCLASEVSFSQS
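Fluo-8-loaded TRHR cells; 10 s baseline, compound added, kinetic Ca2+ fluorescence read 1/s, agonist mode.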
D1 ag: activates the human D1 dopamine receptor. HEK293 T-REx D1 cells, calcium flux, agonist mode. activation, % at 2 µM. AID 504660. 360,000 compounds, 1% hits. P21728; further: 0% is about no effect
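Agonism was scored from calcium flux recorded over 180 s (1 read/s) after pintool compound addition, following a 10-cycle baseline. Cells were inducible force-coupled HEK293 TREx D1, plated overnight at 30 C and loaded with no-wash calcium dye.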
D2 antagonist: D2 dopamine receptor (human) antagonism | HEK293 TREx D2 cells, calcium flux, dopamine EC80 | 340,000 compounds, 2% hits | inhibition, % at 10 µM | P14416 | AID 485344; in the data active means inhibition above about 30%; further: 0% is about no effect
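Tetracycline-induced HEK293 T-REx cells expressing D2 force-coupled to calcium signalling were dye-loaded, exposed to compound for 180 s, then challenged with an EC80 of dopamine; calcium flux was followed kinetically for a further 180 s.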
TRHR PAM: TRH receptor (human) allosteric enhancement | AID 493056 | TRHR cells, fluo-8 calcium fluorescence, EC20 TRH enhancement | enhancement, % at 2 µM | P34981 | 360,000 compounds, 0.66% hits; in the data active means enhancement above about 30%; further: 0% is about no effect
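TRHR-expressing cells loaded with fluo-8 calcium dye were read kinetically (ex 480/em 530) during compound addition, then stimulated with an EC20 of TRH (10 nM final). Enhancement of the Gq-mediated intracellular calcium response was scored.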
D1 potentiator: human D1 dopamine receptor positive modulation | P21728 | HEK293 TREx D1 cells, calcium flux, dopamine EC20 potentiation | potentiation, % at 10 µM | 360,000 compounds, 0.036% hits | AID 504651; in the data active means potentiation above about 30%; further: 0% is about no effect
D1 antagonist: blocks dopamine activation of the human D1 receptor | HEK293 TREx D1 cells, calcium flux, dopamine EC80; stronger effect = lower value | AID 504652 | 360,000 compounds, 3.2% hits | activity change, negative = inhibition, % at 10 µM | P21728; in the data active means activity change below about -30%; further: on the % scale 0 is the no-effect control and ±100 the full control effect
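Tetracycline-induced HEK293 Trex D1 cells, force-coupled to calcium, dye-loaded; compounds added and read 180 s, then EC80 dopamine added and calcium flux tracked kinetically another 180 s.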
The depositor's hits bear a star; / = not tested or not shown. Unless noted, no stated cut-off is given here; in the data, active means activation above about 30%; inactive means the rest. Outcome played no part in choosing rows. About 7.1% of those tested had a hit in this group.

The opening 2 compounds (preview)
entry | SMILES | D2 PAM | D2 agonist | RXFP1 antag | TRHR agonist | D1 ag | D2 antagonist | TRHR PAM | D1 potentiator | D1 antagonist
1 | COc1cccc(CNC(=O)Cn2c(SCC(=O)Nc3ccc(C)c(C)c3)nc3ccccc32)c1 | 8 | 1.0 | -18 | -0.4 | 2 | / | 8 | 0 | -5
2 | Cn1cc(C(=O)C(=O)N2CCCc3ccccc32)c2ccccc21 | / | -0.5 | -8 | 0.0 | 1 | -11 | -3 | -2 | -8

This part in full, previewed entries included:
entry | SMILES | D2 PAM | D2 agonist | RXFP1 antag | TRHR agonist | D1 ag | D2 antagonist | TRHR PAM | D1 potentiator | D1 antagonist
1 | COc1cccc(CNC(=O)Cn2c(SCC(=O)Nc3ccc(C)c(C)c3)nc3ccccc32)c1 | 8 | 1.0 | -18 | -0.4 | 2 | / | 8 | 0 | -5
2 | Cn1cc(C(=O)C(=O)N2CCCc3ccccc32)c2ccccc21 | / | -0.5 | -8 | 0.0 | 1 | -11 | -3 | -2 | -8
3 | O=C(NCC1CC1)Nc1ccccc1F | 9 | 0.6 | -3 | 0.7 | 0 | 7 | 6 | 1 | -2
4 | Cc1ccc(-c2nc3cccc(C)n3c2Nc2ccc3c(c2)OCCO3)cc1 | -4 | -0.9 | 3 | -1.5 | 0 | / | 0 | 2 | -9
5 | Cc1ccc(OCC(=O)N2CCN(S(=O)(=O)c3ccccc3[N+](=O)[O-])CC2)cc1 | 9 | -0.8 | 7 | 0.4 | 0 | -10 | 0 | 0 | -1
6 | O=C(Cn1cc([N+](=O)[O-])cn1)N1CCc2ccccc2C1 | 3 | -0.6 | 5 | 0.1 | 0 | -7 | -2 | -7 | /
7 | Cc1ccccc1-n1c(SCC(=O)c2c(N)n(C)c(=O)n(C)c2=O)nc2sc3c(c2c1=O)CCCC3 | 13 | 0.4 | 7 | 1.5 | 2 | 21 | 7 | 1 | -9
8 | O=C(Nc1ccc(Cl)cc1)NC1CCCCNC1=O (centres undefined) | -6 | -1.1 | -7 | -0.2 | 0 | 2 | 0 | -2 | -16
9 | CN(C)S(=O)(=O)c1cccc(C(=O)OCC(=O)c2c(N)n(C)c(=O)n(C)c2=O)c1 | 7 | 0.2 | 8 | 1.3 | 2 | 5 | 8 | 0 | -8
10 | CCN(CC)S(=O)(=O)c1ccc(N2CCCC2)c(NC(=O)Cc2c(F)cccc2Cl)c1 | 17 | 0.2 | 3 | 0.5 | 6 | 8 | -22 | 2 | 11
11 | Cc1ccc(/C=N/NC(=O)C2CCN(Cc3ccc(F)cc3Cl)CC2)o1 | -8 | 0.5 | -6 | 0.1 | 1 | -19 | 7 | -5 | -14
12 | COc1ccc(NC(=O)c2ccc3nc[nH]c3c2)c(OC)c1 | -6 | -0.3 | -3 | -0.7 | -1 | 15 | -2 | 4 | -1
13 | Cc1ccc(N(C)C(=O)C2CCN(S(=O)(=O)c3ccc4c(c3)oc(=O)n4C)CC2)cc1 | -13 | 0.0 | / | 0.1 | -1 | -3 | 1 | 7 | -14
14 | COCCn1nnnc1C(c1ccc(C)cc1)N1CCN(Cc2ccc3c(c2)OCO3)CC1 (centres undefined) | 0 | -0.7 | 8 | 0.7 | 1 | -4 | 17 | 1 | 1
15 | Fc1cccc2sc(Nc3nnc(-c4ccco4)o3)nc12 | -3 | -0.8 | -26 | 0.0 | 14 | 29 | -6 | 2 | -8
16 | Cc1ccc(S[C@@H](CCN2CC[C@H](C)CCC2=O)c2ccccc2)cc1 | 3 | 0.8 | / | -1.4 | 4 | 24 | 0 | -8 | -4
17 | C(=C\c1ccncc1)/c1ccncc1 | 1 | -0.6 | 7 | 0.3 | 2 | 3 | 0 | 3 | 0
18 | COc1cccc(-c2cc(C(=O)NCc3ccccc3)[nH]n2)c1 | 10 | 0.0 | -1 | -0.5 | 2 | / | -3 | -6 | 7
19 | CCC(C)(C)C1CCc2[nH]nc(C(=O)NN)c2C1 (centres undefined) | 1 | -1.3 | 14 | 1.1 | 2 | 0 | -2 | -13 | -9
20 | Cc1[nH]c2ccccc2c1C(=O)CN1CCSCC1 | 5 | -0.2 | -14 | 1.5 | 1 | 13 | 0 | -7 | -4
21 | C/C(Cn1nc([N+](=O)[O-])cc1C)=N\NC(=O)COc1ccc(Cl)cc1Cl | -11 | 2.2 | -7 | 1.1 | 2 | 11 | -10 | -4 | 14
22 | OCCC1CN(C/C(Cl)=C/c2ccccc2)CCN1C1CCCC1 (centres undefined) | -25 | -0.6 | 8 | 1.2 | 5 | -5 | -4 | -6 | -19
23 | C#CCOCCOCCOCCNc1nc(N2CCN(C(=O)[C@H](Cc3ccc(O)cc3)n3cc([C@@H](N)CC(C)C)nn3)CC2)nc(N2CCN(C(=O)[C@H](Cc3ccc(O)cc3)n3cc([C@@H](N)CC(C)C)nn3)CC2)n1 | -3 | -0.1 | / | 0.4 | -2 | -30 | -3 | 1 | 8
24 | Cc1onc(-c2ccccc2)c1CNC(=O)Nc1cccc(Cl)c1 | -1 | 0.1 | 1 | -2.0 | 18 | 3 | -6 | -3 | -21
25 | Cc1cc(C(F)F)n2nc(C(=O)Nc3c(F)cc(F)cc3Br)nc2n1 | -7 | -0.2 | -1 | -0.1 | 2 | 25 | 2 | -9 | 21
26 | O=C(NCCCn1ccnc1)/C(=C/c1ccco1)NC(=O)c1ccco1 | -4 | 0.6 | -12 | 0.2 | 1 | -1 | -2 | -12 | -5
27 | CCOC(=O)Cc1ccc(NC(=O)Nc2ccccc2OCc2cc(=O)n3ccccc3n2)cc1 | 14 | 1.6 | 4 | 0.4 | 0 | / | -2 | -5 | 1
28 | C[C@@H]1C=C(C(=O)N2CCN(C)CC2)O[C@H](OCc2ccc(CO)cc2)C1 | 1 | -0.1 | / | -0.1 | 1 | 6 | -6 | -1 | -8
29 | Cc1cc(C)nc(/N=C(\NC(=O)C(C)(C)C)Nc2ccc(F)cc2)n1 | 3 | -1.0 | 13 | 0.4 | 1 | -3 | 3 | 0 | 6
30 | O=C(CC(Nc1ccc(Cl)cc1Cl)C(=O)O)c1ccccc1 (centres undefined) | 2 | -1.2 | -1 | -0.6 | 4 | 4 | -2 | 14 | -7
31 | CNC(=S)N/N=C(\C)c1ccc(C(C)(C)C)cc1 | 9 | -0.8 | / | -0.9 | 0 | -2 | -3 | 0 | -11
32 | CCOC(=O)c1cnc2ccc(OC)cc2c1Nc1cccc(C(C)=O)c1 | -17 | 0.6 | / | -1.3 | 2 | / | 24 | -1 | 7
33 | COc1ccc(NC(=O)CC2SC3=NCCN3C2=O)cc1 (centres undefined) | -9 | 0.8 | -10 | -0.1 | 2 | -9 | -2 | 5 | 4
34 | COc1ccc(Cn2c(=O)[nH]c3cc(C(=O)N4CCN(c5cccc(OC)c5)CC4)ccc3c2=O)cc1 | 7 | -0.5 | / | -0.2 | 1 | / | 3 | 0 | 12
35 | O=c1[nH]c2c(s1)C(c1cccnc1)C1C3CCC(C3)C1S2 (centres undefined) | -10 | -0.1 | -7 | -0.9 | 1 | 3 | -6 | -4 | 4
36 | CCC(C)(C)NC(=O)C(c1ccccn1)N(C(=O)c1csnn1)c1ccc(C)cc1 (centres undefined) | 16 | 0.4 | -2 | 0.1 | 0 | -18 | -3 | -3 | 12
37 | O=[N+]([O-])c1c(NCCO)cc(Sc2nc3ccccc3s2)c2nonc12 | 5 | 0.2 | -71* | 0.1 | 1 | 12 | -3 | -10 | 8
38 | O=C(NCCc1ccc(F)cc1)N[C@@H](Cc1ccccc1)C(=O)O | -7 | 1.0 | 4 | 0.2 | 7 | -26 | -1 | 3 | -10
39 | Cc1ccc(C)c(Cn2cnc3c(nnn3-c3ccc(F)cc3)c2=O)c1 | 2 | 0.4 | 18 | -1.5 | 5 | -2 | -2 | 0 | 0
40 | CCOc1ccc2oc(C(=O)NCc3ccccc3CN3CCCC3)c(C)c2c1 | -20 | 0.0 | -36 | 0.1 | 1 | 21 | 5 | -22 | -20
41 | CCN1CNC(=S)N(c2ccccc2C)C1 | / | / | -4 | 0.1 | 4 | / | 0 | 4 | 7
42 | CCCCCC(=O)Nc1cccc(C2=NOC3(C2)C[C@H](C(N)=O)N(C(=O)CCCCC)C3)c1 (some centres undefined) | -4 | -0.6 | / | -0.1 | 0 | -18 | 2 | 4 | 5
43 | O=C1C(Cc2ccccc2)S/C(=N/N=C/c2ccco2)N1c1ccccc1 (centres undefined) | 1 | -0.3 | -12 | 0.1 | 3 | 6 | 0 | -2 | 1
44 | COC(=O)C1CCN(c2nc3ccccc3nc2C(C#N)C(=O)NCCc2ccccc2)CC1 (centres undefined) | 18 | 1.4 | -27 | 0.9 | 2 | 9 | 4 | -1 | -35*
45 | O=C(COC(=O)Cc1c(Cl)cccc1Cl)Nc1ccc(OC(F)(F)F)cc1 | -4 | -0.9 | -14 | 0.9 | 1 | -11 | 3 | -8 | 0
46 | CN(C)C(=O)CN(c1ccc(F)c(Cl)c1)S(C)(=O)=O | / | 0.7 | 21 | -2.1 | 3 | -10 | 3 | -1 | -16
47 | C=CCOc1ccc(C2/C(=C(\O)c3ccc4c(c3)OCCO4)C(=O)C(=O)N2CCCN2CCOCC2)cc1 (centres undefined) | / | / | 10 | -0.2 | 3 | / | -1 | -7 | -22
48 | COc1ccc(Br)cc1CC1C(=O)Nc2ccccc21 (centres undefined) | -2 | 2.8 | -69* | 0.0 | 14 | / | -5 | 3 | -11
49 | C/C(N)=C(/C#N)C(=O)COC(=O)c1ccccc1C(=O)c1ccc(C)cc1 | -3 | 0.0 | -7 | 0.2 | 3 | -4 | -1 | -6 | -18
50 | Cc1ccc(NC(=O)CN2C(=O)COc3ccc(S(=O)(=O)N4CCCCC4)cc32)cc1N(C)C | 0 | -2.0 | -29 | -0.4 | 2 | / | -2 | -4 | -6

Structural class: the compounds so far containing an NH in an aromatic ring
entry | SMILES | D2 PAM | D2 agonist | RXFP1 antag | TRHR agonist | D1 ag | D2 antagonist | TRHR PAM | D1 potentiator | D1 antagonist
12 | COc1ccc(NC(=O)c2ccc3nc[nH]c3c2)c(OC)c1 | -6 | -0.3 | -3 | -0.7 | -1 | 15 | -2 | 4 | -1
18 | COc1cccc(-c2cc(C(=O)NCc3ccccc3)[nH]n2)c1 | 10 | 0.0 | -1 | -0.5 | 2 | / | -3 | -6 | 7
19 | CCC(C)(C)C1CCc2[nH]nc(C(=O)NN)c2C1 (centres undefined) | 1 | -1.3 | 14 | 1.1 | 2 | 0 | -2 | -13 | -9
20 | Cc1[nH]c2ccccc2c1C(=O)CN1CCSCC1 | 5 | -0.2 | -14 | 1.5 | 1 | 13 | 0 | -7 | -4
34 | COc1ccc(Cn2c(=O)[nH]c3cc(C(=O)N4CCN(c5cccc(OC)c5)CC4)ccc3c2=O)cc1 | 7 | -0.5 | / | -0.2 | 1 | / | 3 | 0 | 12
35 | O=c1[nH]c2c(s1)C(c1cccnc1)C1C3CCC(C3)C1S2 (centres undefined) | -10 | -0.1 | -7 | -0.9 | 1 | 3 | -6 | -4 | 4

Some values from the entries so far.
`CCCCCC(=O)Nc1cccc(C2=NOC3(C2)C[C@H](C(N)=O)N(C(=O)CCCCC)C3)c1` (some centres undefined) in D2 antagonist: -18
`O=C(NCCc1ccc(F)cc1)N[C@@H](Cc1ccccc1)C(=O)O` in TRHR PAM: -1
`COc1ccc(Cn2c(=O)[nH]c3cc(C(=O)N4CCN(c5cccc(OC)c5)CC4)ccc3c2=O)cc1` in TRHR PAM: 3
